KDM5B inhibitor: inhibitors of human KDM5B histone demethylase; Q9UGL1; KDM5B demethylase, FDH-coupled NADH fluorescence (FDH is formaldehyde dehydrogenase); Potency, µM (top dose mostly 57.7 µM), inactives show at the highest dose activity change, negative = inhibition, usual class: inhibitors; 220,000 compounds, 2.6% hits; AID 1347165; active means well fitted inhibition curve with a large enough effect; inconclusive means small, poorly fitted or top-dose-only effect; inactive means no such curve, though single readings can be large or run the other way; further: 0% is about no effect; nearly all actives have a fitted effect of over 70% in size
Target sequence (Q9UGL1 whole entry, looked up): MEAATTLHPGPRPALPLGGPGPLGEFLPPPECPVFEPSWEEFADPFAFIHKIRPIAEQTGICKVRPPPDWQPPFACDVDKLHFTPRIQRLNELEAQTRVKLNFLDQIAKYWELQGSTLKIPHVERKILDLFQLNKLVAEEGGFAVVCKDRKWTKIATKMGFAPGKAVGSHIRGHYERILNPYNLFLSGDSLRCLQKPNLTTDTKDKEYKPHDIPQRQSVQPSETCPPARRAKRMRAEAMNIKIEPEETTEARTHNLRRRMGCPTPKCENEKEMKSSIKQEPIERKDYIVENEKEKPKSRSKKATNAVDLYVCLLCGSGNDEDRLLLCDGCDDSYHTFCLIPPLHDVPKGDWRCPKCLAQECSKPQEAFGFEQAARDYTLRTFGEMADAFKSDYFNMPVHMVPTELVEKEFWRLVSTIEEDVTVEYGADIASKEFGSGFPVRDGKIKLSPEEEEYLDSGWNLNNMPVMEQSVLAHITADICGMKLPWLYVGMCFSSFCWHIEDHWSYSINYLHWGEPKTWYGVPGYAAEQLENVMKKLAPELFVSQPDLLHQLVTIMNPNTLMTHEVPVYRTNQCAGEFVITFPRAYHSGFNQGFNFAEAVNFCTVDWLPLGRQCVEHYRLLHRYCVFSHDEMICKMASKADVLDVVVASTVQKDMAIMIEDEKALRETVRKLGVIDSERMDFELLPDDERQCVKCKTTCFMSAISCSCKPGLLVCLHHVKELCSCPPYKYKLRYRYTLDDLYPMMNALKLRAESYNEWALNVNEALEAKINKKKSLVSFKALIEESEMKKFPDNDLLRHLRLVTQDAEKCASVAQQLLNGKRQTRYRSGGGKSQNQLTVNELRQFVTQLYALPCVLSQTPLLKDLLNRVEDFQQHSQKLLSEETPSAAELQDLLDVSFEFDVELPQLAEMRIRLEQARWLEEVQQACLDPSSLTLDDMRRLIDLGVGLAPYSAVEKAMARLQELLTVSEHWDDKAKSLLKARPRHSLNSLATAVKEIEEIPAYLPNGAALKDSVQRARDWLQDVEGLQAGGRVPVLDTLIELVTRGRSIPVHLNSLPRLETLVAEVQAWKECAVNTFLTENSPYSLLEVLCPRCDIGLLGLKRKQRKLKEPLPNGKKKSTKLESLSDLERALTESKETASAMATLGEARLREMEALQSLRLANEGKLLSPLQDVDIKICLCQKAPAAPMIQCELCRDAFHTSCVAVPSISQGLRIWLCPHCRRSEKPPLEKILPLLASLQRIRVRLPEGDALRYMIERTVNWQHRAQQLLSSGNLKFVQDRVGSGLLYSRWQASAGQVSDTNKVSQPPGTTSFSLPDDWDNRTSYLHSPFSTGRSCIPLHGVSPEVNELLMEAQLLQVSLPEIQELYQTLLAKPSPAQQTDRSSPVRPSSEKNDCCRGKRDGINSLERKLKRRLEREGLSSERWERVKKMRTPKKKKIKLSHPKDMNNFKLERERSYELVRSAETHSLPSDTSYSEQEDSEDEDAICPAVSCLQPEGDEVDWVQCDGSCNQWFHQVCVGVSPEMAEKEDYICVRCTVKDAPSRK
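KDM5BΔAP (200 nM final) in 50 mM HEPES pH 7.5, 0.01% Tween-20 was preincubated 10 min at RT with compound over a concentration range. Substrate mix (H3K4me3 12.5 µM, α-KG 25 µM, Fe²⁺, ascorbate, NAD⁺, FDH) was added, and NADH fluorescence change over 30 min gave dose-response curves.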
* hit, by the source's call; u = inconclusive; & = joins results of further samples; [ ] = dose if it differs, or a comment. Potency means the concentration at half of the fitted maximal effect. An excerpt (hit frequency here may not be typical).

SMILES	KDM5B inhibitor
CCc1nccc(-c2c(-c3ccccc3)ncn2CC(O)c2ccccc2)n1 (stereo not given)	u
COc1ccc(CN2CCN(c3nc4ccccc4s3)CC2)cc1	12%
COCC(=O)NC[C@H]1O[C@@H](CO)[C@@H](O)[C@H]1N1CCOCC1	u
CC(C)NC(=O)N1CCC2(CC1)NC(=O)c1ccccc1O2	21%
COc1ccc(C(=O)NCC(=O)NNC(=O)CSc2ccc(C)cc2)cc1	16%
Cc1nn(Cc2cc(C(=O)O)c3ccccc3n2)c(C)c1Cl	-3%
CC(C)(CNC(=O)c1cc(-c2ccccc2F)on1)N1CCOCC1	9%
O=C(c1cc(F)ccc1F)N1CCC(c2n[nH]c(=O)n2-c2ccccc2)CC1	23%
COc1ccc(NC(=O)CC2CCCN(c3cnn(CC4CC4)c(=O)c3)C2)cc1 (stereo not given)	29%
Cc1ccccc1S(=O)(=O)N1CCC(c2noc(-c3cccnc3)n2)C1 (stereo not given)	21%
CN(Cc1cccc(O)c1)C(=O)[C@H]1C[C@@H](C(=O)O)N(C)[C@H]1c1ccccc1F	4%
CC(C)(C)c1ccc(-c2cc(C[C@H]3CNCC[C@H]3CC(=O)NCc3cccs3)no2)cc1	-34%
CCOC(=O)c1cccnc1SCC(=O)N(CC)c1cccc(C)c1	2%
O[C@@H]1C[C@@H](c2nc(-c3ccc4c(c3)OCO4)no2)N(Cc2cccc(OC(F)(F)F)c2)C1	7%
CCNC(=O)N1c2ccccc2CC1c1nc(C2CC2)no1 (stereo not given)	-13%
Clc1cc(N2CCC(N3CCCCC3)CC2)n2nccc2n1	-16%[86.2 µM]
CCN(CC)S(=O)(=O)c1ccc(NC)c(N)c1	-21%
O=C(COC(=O)c1cc(Br)c[nH]1)NCc1ccc(F)cc1	-17%
COCC1CN(C2CCC2)CC12CCN(C(=O)c1nccn1C)CC2 (stereo not given)	u
CC(=O)N1CCC([C@@H]2CN(Cc3ccc(C#N)cc3)C[C@H]2CO)CC1	u
N#C/C(=C\c1cn(Cc2ccc(F)cc2)c2ccccc12)C(N)=O	448%[activator]
CS(=O)(=O)N(C1CC1)C1CCOC2(CCN(C(=O)CCC3CCCC3)CC2)C1 (stereo not given)	0%
CCCc1nc(C)c(CNC2CCN(C(=O)c3ccccc3)CC2)s1	-16%
COc1ccccc1/C=C/C=N/NC(=O)c1cccs1	u
CCOc1cc(CNS(=O)(=O)c2ccc3c(c2)C(C)(C)C(=O)N3)cc(OCC)c1OCC	-18%
CC(C)n1c(CN2CCN(Cc3ccccc3)CC2)nc2c1c(=O)n(C)c(=O)n2C	23%
O=C(/C=C/c1ccccc1)Oc1coc(CSc2ncccn2)cc1=O	-2%
CC(C(=O)c1ccc(Cl)cc1)C1(O)C(=O)Nc2ccc(Br)cc21 (stereo not given)	-6%
OC1(CN2CCN(c3nccs3)CC2)CCCNC1 (stereo not given)	u
O=C(c1nc(-c2ccsc2)c2cnccn12)N1CCOCC1	35µM*
O=C(Nc1ccc(S(=O)(=O)Nc2nccs2)cc1)c1cccc(N2C(=O)c3ccccc3C2=O)c1	u
c1ccc(-c2cc3ccccn3c2)cc1	u
COc1ccc(NC(=O)c2cc3c(=O)[nH]c4ccccc4c3n2C)cc1Cl	u
O=C1COc2ccc(C(=O)COC(=O)c3cc(Br)ccc3Cl)cc2N1	10%
N#C/C(=C/c1ccc(O)cc1)c1nc2ccccc2[nH]1	u
CC(C)CN1C(=O)c2cccn2CC1CN (stereo not given)	-3%
COc1ccc(-c2nc(SCC(=O)c3ccc(Br)cc3)n[nH]2)cc1	-13%
Cc1ccc(NC(=O)Nc2cc(-c3ccccc3)nn2C)cc1Cl	13%
CN(C(=O)Nc1ccc(Cl)cc1)C1CCCc2ccccc21 (stereo not given)	-13%[86.2 µM]
CCN(CC)c1ccc(NC(=O)C2CCN(S(=O)(=O)c3ccc4c(c3)oc(=O)n4C)CC2)c(C)c1	-42%
Cc1cccc(C(=O)Oc2cccc(OC(=O)c3cccc(C)c3)c2C)c1	2%
CCCCN(C)C(=O)C1CCC(Cn2c(=O)[nH]c3ccsc3c2=O)CC1 (stereo not given)	-5%
O=C(O)CCCNC(=O)Cn1ccc2ccc(Br)cc21	4%
Cc1ccsc1CN1CCC(C(=O)N2CCCCCCNC(=O)CC2)CC1	-5%
Cc1cccc(-c2noc([C@@H]3Cc4nc[nH]c4CN3C(=O)CC(C)(C)CC(=O)O)n2)c1	u
O=C(Cc1cccc(F)c1)NCc1nnc2c(-c3nc(C4CC4)no3)cccn12	32µM*
CN1CCC2(Cc3ccccc3CN([S+](C)(=O)[O-])C2)C1 (stereo not given)	-6%[149 µM]
COc1cc(CN2CCC(C(O)(c3ccccc3)c3ccccc3)CC2)ccc1OCc1ccccc1	u
Cc1ncc(CN2CCN(C(=O)c3cccn3C3CC3)CC(O)C2)[nH]1 (stereo not given)	-17%
COCCN1CCOc2nc(-c3cc(F)ccc3OC)ncc2C1=O	32µM*
O=C(CSc1ncnc2nc[nH]c12)NCc1cccc(Cl)c1	15%
Cc1cc(C)c2c(CN3CCOCC3)cc(=O)oc2c1	-6%&29%
O=C(Nc1nc(-c2ccc(Br)cc2)ns1)c1ccccc1F	u
O=C1CCC2(CCCN(c3nc4ccccc4s3)C2)CN1Cc1cccnc1 (stereo not given)	-1%
Cc1ccc(-c2ccc(C=C(C#N)C#N)n2C)cc1	22%
CC1=C[C@@H](CNS(=O)(=O)c2ccccc2)[C@H](C(C)C)C[C@H]1CC(=O)O	u
CNC(=O)[C@@H]1C[C@@H](O)CN1C1CCN(C(=O)Cc2cccc(C)c2)CC1	15%
O=[N+]([O-])c1c(Nc2ccccc2O)cc(N2CCOCC2)c2nonc12	-34%
CC1(COc2ccccc2)COc2ccc(C(=O)N3CCN(c4ccccn4)CC3)cc2N1 (stereo not given)	u
O=C(COc1ccc2ccc(=O)oc2c1)NCCc1ccccc1	u

The list goes on:
SMILES	KDM5B inhibitor
CCN(CC)c1ccc(C2C(C(=O)Nc3ccc(F)cc3F)=C(C)NC3=C2C(=O)CC(C)(C)C3)cc1 (stereo not given)	-28%
CCc1nn(CCCC(=O)NCc2ccccc2OC)c(=O)c2cc3occc3n12	2%
O=C(NCCCN1CCCC1=O)c1cn2ccnc(-c3ccc(F)cc3)c2n1	u
CCC(CO)NS(=O)(=O)c1ccc(Cl)c(C)c1 (stereo not given)	-3%
CC(C)=CCN1CCNC(=O)C1CC(=O)NC(C)(C)c1cccc2ccccc12 (stereo not given)	-17%
Cc1ccc(NC(=O)C2CCCN2S(=O)(=O)c2cccc3nsnc23)c(Br)c1 (stereo not given)	6%[11.5 µM]
Cc1cccc(C)c1NC(=O)c1cc(S(=O)(=O)N2CCCc3ccccc32)ccc1F	-22%
Cc1ccc(NC(=O)C(Cc2ccccc2)NS(=O)(=O)c2cccc3nsnc23)c(C)c1 (stereo not given)	-19%
Cc1ccc(CNC(=O)/C(C#N)=C/c2ccccc2OCc2cccc(C(F)(F)F)c2)cc1	10%
O=C(NCc1cccs1)c1cccnc1SCCS(=O)(=O)c1ccc(C(F)(F)F)cn1	4%
CCCc1nnc(NC(=O)c2cn(CC)c3cc(N4CCN(C)CC4)c(F)cc3c2=O)s1	0%
N#Cc1cc(C(=O)c2cc(F)ccc2O)cn(C2CC2)c1=O	3%
CC(CC(=O)Nc1ccc(C(=O)NC2CC2)cc1)(C(=O)O)c1ccccc1 (stereo not given)	1%
CCOC(=O)C1CCCN(C(=O)Cc2ccc(N(Cc3cccc(C)c3)C(=O)c3ccco3)cc2)C1 (stereo not given)	18%
COc1ccc(S(=O)(=O)N(CC(=O)NCC2CCCO2)Cc2ccccc2)cc1C (stereo not given)	21%
O=C(COc1ccc(F)cc1)Nc1ccc2nc(SCCOc3ccccc3)sc2c1	u
CSc1sc(-c2nnc(SCC(=O)Nc3ccccc3)n2C)c2c1C=CCC2	-5%
COc1ccc(N2C(=O)CS(=O)(=O)C23C(=O)N(Cc2ccc(F)cc2)c2ccc(C)cc23)cc1 (stereo not given)	-17%
COc1ccccc1CN1CCC2(CC1)CC(O)CCO2 (stereo not given)	9%
COC(=O)C(Cc1ccccc1)NC(=O)CNC(=O)c1ccc(Br)cc1 (stereo not given)	16%
CC(=O)N1CCc2nn(CC(=O)Nc3ccc(F)c(F)c3)c(=O)cc2C1	7%
COc1cccc(NC(=O)c2cc(CN3CCOCC3)on2)c1	-6%
C=CCc1c(C)nc2nc(SCC(=O)Nc3ccccc3CC)nn2c1C	13%
Cc1c(C#N)c(N)nc2c3c(sc12)NC(=O)CC3c1ccccc1F (stereo not given)	-23%
CC(=O)N1CCN(C(C(=O)O)c2c[nH]c3cc(Br)ccc23)CC1 (stereo not given)	12%
CN(Cc1ccccc1)Cc1nc2c(c(=O)n(C)c(=O)n2C)n1CCc1ccccc1	13%
CCc1ccc(-c2nc(CSCC(=O)NCC(OC)OC)c(C)o2)cc1	-11%
O=C(Nc1nc2ccc(S(=O)(=O)N3CCCC3)cc2s1)c1cccc(F)c1	u
Cc1ccc(C(=O)N2C[C@@H](F)C[C@H]2C(=O)N2CCCCC2)cc1	17%
Cc1cccc(C)c1-n1ncc(C(=O)Nc2ccc3c(c2)OCCO3)c1C1CCN(C(=O)OC(C)(C)C)CC1	-13%
O=S(=O)(c1ccc(Br)cc1)c1nc(-c2cccs2)oc1SCc1ccc(F)cc1	u
CCNC(=O)N1CC[C@H]2CC(=O)N(c3ccccc3)CC[C@H]2C1	28%[86.2 µM]
COc1cc(C#N)ccc1OCc1cc(C#N)ccc1F	16%
CCn1c(COc2ccc(Cl)cc2C)n[nH]c1=S	-13%
Cc1cccc(C2CC(=O)NC3=C2C(=O)CC(C)(C)C3)c1 (stereo not given)	5%
O=C(O)c1ccc2c(=O)oc(-c3ccccc3)cc2c1	-6%
O=C(NC1CCN(Cc2ccccc2)CC1)c1c(OCC2CC2)cc(=O)n2c1CCCCC2	-7%
CCOc1ccccc1NC(=O)Cn1c(N2CCCCC2)nc(C)c(C)c1=O	u
Cc1onc(-c2ccccc2Cl)c1C(=O)Oc1cc(F)cc(F)c1	-26%
COCCCN(CCC(=O)NCCC(C)C)C(=O)c1ccoc1	8%

Laid out differently: entries from further up
SMILES | KDM5B inhibitor
COCCCN(CCC(=O)NCCC(C)C)C(=O)c1ccoc1 | 8%
O=C(NC1CCN(Cc2ccccc2)CC1)c1c(OCC2CC2)cc(=O)n2c1CCCCC2 | -7%

A draw from above in order of heavy-atom count, lowest first:
SMILES	KDM5B inhibitor
CCn1c(COc2ccc(Cl)cc2C)n[nH]c1=S	-13%
O=C(O)c1ccc2c(=O)oc(-c3ccccc3)cc2c1	-6%
Cc1cccc(C2CC(=O)NC3=C2C(=O)CC(C)(C)C3)c1 (stereo not given)	5%
COc1cccc(NC(=O)c2cc(CN3CCOCC3)on2)c1	-6%
Cc1onc(-c2ccccc2Cl)c1C(=O)Oc1cc(F)cc(F)c1	-26%
Cc1c(C#N)c(N)nc2c3c(sc12)NC(=O)CC3c1ccccc1F (stereo not given)	-23%
CC(=O)N1CCc2nn(CC(=O)Nc3ccc(F)c(F)c3)c(=O)cc2C1	7%
C=CCc1c(C)nc2nc(SCC(=O)Nc3ccccc3CC)nn2c1C	13%
CCOc1ccccc1NC(=O)Cn1c(N2CCCCC2)nc(C)c(C)c1=O	u
O=S(=O)(c1ccc(Br)cc1)c1nc(-c2cccs2)oc1SCc1ccc(F)cc1	u
CN(Cc1ccccc1)Cc1nc2c(c(=O)n(C)c(=O)n2C)n1CCc1ccccc1	13%
O=C(NC1CCN(Cc2ccccc2)CC1)c1c(OCC2CC2)cc(=O)n2c1CCCCC2	-7%
Cc1cccc(C)c1-n1ncc(C(=O)Nc2ccc3c(c2)OCCO3)c1C1CCN(C(=O)OC(C)(C)C)CC1	-13%

Next section
SMILES	KDM5B inhibitor
COc1ccc(OC)c(NC(=O)CCn2cnnn2)c1	-12%
Cc1ccc(-c2ccc(CCC(=O)O)n2-c2ccc(C)c(Cl)c2)cc1	u
O=C(c1ccco1)N1CCC(Cc2nc(-c3ccccc3)no2)CC1	0%
COc1ccc(NC(=O)CSc2ncnc3[nH]ncc23)cc1	20%
COc1ccccc1N1CCN([C@H]2[C@@H]3OC[C@@H](O3)[C@@H](NCc3ccc(N(C)C)cc3)[C@@H]2O)CC1	7%
CCc1ccc(-c2cc(C(F)(F)F)on2)cc1S(=O)(=O)NCc1ccc(OC)cc1	-15%
COCCN1C(=O)c2ccccc2C(C(=O)Nc2ccc(C)cn2)C12CCCCC2 (stereo not given)	-20%
COC1CCOC2(CCN(C(=O)c3ccccc3F)CC2)C1 (stereo not given)	0%
CCCCN(C)C(=O)Cn1c(=O)c(S(=O)(=O)c2ccccc2)cc2ccccc21	u
COc1ccc2cnn(CC(=O)Nc3cc(F)cc(F)c3)c(=O)c2c1OC	u
Cc1ccc2c(c1)C(c1ccc(F)cc1)N(C(=O)Cc1cccc3ccccc13)CC(=O)N2 (stereo not given)	-11%
O=C(Nc1ccc(F)c(Cl)c1)c1cc(S(=O)(=O)NCc2ccc3c(c2)OCO3)ccc1F	-25%
O=C(Nc1ccsc1)N[C@H]1C[C@H]2C(=O)NC[C@@H](CCC(=O)N3CCC(O)CC3)N2C1	-27%[86.2 µM]
CCc1noc(-c2ccc(N3CCC(C)CC3)c([N+](=O)[O-])c2)n1	u
CCc1nc(-c2cc(S(=O)(=O)N3CCN(c4ccc(OC)cc4)CC3)ccc2OC)no1	-12%
Cc1ccccc1Cn1c(=O)n(CCCCC(=O)NCc2ccc3c(c2)OCO3)c(=O)c2ccccc21	0%

Compound activity deposited in PubChem BioAssay by National Center for Advancing Translational Sciences (NCATS).
